From PubChem
aSyn yeast rescue: qHTS of alpha-syn Inhibitors: NCGC Sytravon Library Screen; S. cerevisiae alpha-synuclein toxicity rescue, BacTiter-Glo growth, 24 h; Potency, µM (top dose mostly 46.1 µM), for the others: at the top dose growth rescue (activation), most hits filed as activators; 94,000 tested, 0.02% active; AID 1347070, 2019; active = well fitted activation curve with a large enough effect; inconclusive = small, poorly fitted or top-dose-only effect; also: 0% is about no effect
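Growth restoration measured by BacTiter-Glo luminescence after 24 hr at 30 deg C; alpha-synuclein yeast, raffinose-pregrown to mid-log, were added at OD600=0.02 in galactose medium onto pinned compounds.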
Numbers without * were called inactive; ? = inconclusive; & = joins results of further samples; [ ] = remark or other dose. Potency is read from the fitted curve at half-maximal effect.

SMILES | aSyn yeast rescue
CC(C(=O)NC(c1ccccc1)c1ccccc1)N1CCOCC1 (configuration not stated) | -4%
COc1ccc(S(=O)(=O)Nc2cc3c(C(=O)OC(C)C)c(C)oc3c3ccccc23)cc1 | 24%
Brc1ccc(-c2nc3c4ccccc4ccn3c2Cc2ccccc2)cc1 | 3%
O=C(NC(Cc1ccccc1)C(=O)O)/C(=C\c1ccccc1F)NC(=O)c1ccccc1 (configuration not stated) | -14%
CN(C(=O)CSc1nc2ccc(NC(=O)COc3ccc(F)cc3)cc2s1)c1ccccc1 | 17%
CN1c2ccc(C=O)c3c(C=O)ccc(c23)N(C)C1(C)C | -15%
COc1ccc(OC)c(-c2cc(C(=O)NCc3ccc(Cl)cc3)no2)c1 | -4%&10%
Cn1c(=O)c2c(ncn2CC(=O)Nc2cccc(Cl)c2Cl)n(C)c1=O | 3%
Cc1ccc(CNC(=O)CCCc2nnc3n(CC(C)C)c(=O)c4sccc4n23)cc1 | 0%
Cc1oc2c(C)c3oc(=O)c(CC(=O)N4CCCCC4)c(C)c3cc2c1C | 2%
O=c1[nH]c(C2CCCN(S(=O)(=O)c3ccccc3)C2)nc2c1nnn2Cc1cccc(Cl)c1 (configuration not stated) | -3%
Cc1nn(CCCC(=O)NCc2ccc(F)cc2)c(=O)c2nccn12 | 4%
COc1cccc(CNC(=O)C2CCN(c3ncnc4c3nc3n4CCCCC3)CC2)c1 | -12%
CC(C)Sc1ncc(Cl)c(C(=O)Nc2ccc(S(=O)(=O)N3CCCCC3)cc2)n1 | -3%
Cc1cc(OC(C)C(=O)N(Cc2cccs2)C2CCS(=O)(=O)C2)ccc1Cl (configuration not stated) | 6%
O=C(Cn1cc2c(n1)CCCC2)NCCCN1CCN(c2ccccc2F)CC1 | 12%
CN(CC(=O)Nc1ccc(SC(F)F)cc1)C1CCCCC1 | 4%
COc1ccc(CC(=O)NNC(=S)NCC2CC2)cc1OC | 6%
O=C(COc1ccccc1)N1CCN(c2ncccn2)CC1 | 2%
CCC(C)(C)NC(=O)C1CCN(S(=O)(=O)c2ccc3c(c2)CCCN3C(C)=O)CC1 | 6%
CC1CCCCN1CCCNC(=O)CN1C(=O)CSc2ccc(S(=O)(=O)N3CCOCC3)cc21 (configuration not stated) | -2%
Cc1ccc2c(c1)-c1onc(C(=O)N3CCN(c4cc(C)ccc4C)CC3)c1CO2 | 8%
O=C1C2C3C=CC(CC3)C2C(=O)N1c1ccc(Br)cc1 (configuration not stated) | -7%
COc1ccc(N2C(S)=C(C#N)C(=O)NC23CCCCC3)cc1 | 6%
Cc1nn(C)c2c1c(C(F)(F)F)cc(=O)n2C(C)C(=O)NCc1ccccc1Cl (configuration not stated) | -6%
O=C1C2C3C=CC(C3)C2C(=O)N1c1ccc(N2CCN(c3ccccn3)CC2)c([N+](=O)[O-])c1 (configuration not stated) | 0%
CCc1cccc(NC(=O)c2cccc3c2C(=O)N(C2CCCCC2)C3)c1 | 7%
Cc1cc(C)c(NC(=O)/C(C#N)=C/c2ccc(OCc3ccc(F)cc3)cc2)c(C)c1 | -3%
CN(C)S(=O)(=O)c1ccc2c(c1)N(CC(=O)N1CCN(c3ccccc3F)CC1)CCS2 | -8%
Cc1ccc(C)c(NC(=O)CSc2nnc(-c3cc4occc4n3C)n2-c2ccccc2C)c1 | -14%
O=C(Nc1cc(S(=O)(=O)N2CCOCC2)ccc1Cl)c1ccc(=O)[nH]c1 | 5%
CCOC(=O)c1c(S(=O)(=O)NCC(=O)N2CCN(c3cccc(Cl)c3)CC2)c(C)n(C)c1C | 2%
CCCn1c(N)c(N(CCOC)C(=O)c2ccc(N3CCCC3=O)cc2)c(=O)[nH]c1=O | 5%
COc1ccc(CNC(=O)CCCn2nc(C)c3c(C)n(-c4ccc(C)cc4)nc3c2=O)cc1OC | 2%
CCCOc1ccccc1NC(=O)c1ccc([N+](=O)[O-])cc1 | 6%
O=C(N/N=C/c1ccc(O)cc1)c1csc2c1CCCC2 | 1%
Cc1ccc(S(=O)(=O)Nc2ccc3nc(-c4cccc(Cl)c4)oc3c2)cc1 | ?
Cc1cc([N+](=O)[O-])cc2c1NC(=O)C2(O)N1CCCCCC1 (configuration not stated) | -1%
Cc1ccc2nc(-c3cccs3)c(Nc3c(C)cccc3C)n2c1 | -34%[inhibitor]
CCCCN(CCCC)CCNC(=O)c1cc(=O)[nH]c2ccc(S(=O)(=O)N3CCCCCC3)cc12 | 9%
Cc1cccc(NC(=O)c2sc3nc(-c4ccccc4)cn3c2C)c1C | -3%
Cc1csc(SCC(=O)N2CCN(S(=O)(=O)c3ccc(Cl)cc3)CC2)n1 | 5%
O=C(O)Cn1nnc(-c2ccc(OCc3ccccc3Cl)cc2)n1 | 11%
C=CCN(c1ccccc1)S(=O)(=O)c1cccc(C(=O)NCC(c2ccc(F)cc2)N2CCOCC2)c1 (configuration not stated) | 12%
Cc1ccc(NC(=O)CCNS(=O)(=O)c2ccc3c(c2)CCC(=O)N3)c(Br)c1 | -2%
O=C(NCc1ccc(F)cc1)C1CCCCN1S(=O)(=O)c1ccc(F)cc1 (configuration not stated) | -5%
COC(=O)c1cc(NC(=O)CC2CCCC2)cc(C(=O)OC)c1 | 1%
O=C(O)CCC(=O)N1CCc2cc(S(=O)(=O)N3CC=C(c4ccccc4)CC3)ccc21 | 3%
Cc1c(C(=O)Nc2ccccc2)sc2ncn(CC(=O)N3CCCCC3)c(=O)c12 | 13%
COc1cccc(Oc2nc3c(c(=O)n(Cc4ccccc4Cl)c(=O)n3C)n2C)c1 | 2%

Later entries.
SMILES | aSyn yeast rescue
Cc1cc(OC(C)C(=O)N(Cc2ccc(N(C)C)cc2)Cc2ccco2)ccc1Cl (configuration not stated) | -22%
O=C(/C=C/c1ccco1)NC(=S)Nc1ccc(C(=O)O)cc1 | 4%
Cc1cc(C)c(S(=O)(=O)NCC(c2ccc(N(C)C)cc2)N2CCOCC2)c(C)c1 (configuration not stated) | 8%
Cc1nc2ccn(Cc3cccs3)c(=O)c2cc1C(=O)Nc1ccccc1 | -17%
Cc1ccccc1NC(=O)CN(C)S(=O)(=O)c1cccc2nsnc12 | 2%
Cc1cccc(N(C)S(=O)(=O)c2ccc3c(c2)NC(=O)CC(=O)N3)c1 | -1%
CCn1nc(C)c(C2C(C#N)=C(N)Oc3n[nH]c(C)c32)c1C (configuration not stated) | -17%
CCOC(=O)CN1CC23C=CC(O2)C(C(=O)NCc2ccc(C)cc2)C3C1=O (configuration not stated) | 10%
CSc1cccc(NC(=S)N2CCCN(Cc3ccc(F)cc3)C2)c1 | 7%
COc1ccc(CCNc2nc(-c3ccccc3OC)cc(C(F)(F)F)n2)cc1OC | 1%
CCOc1ccc(CCn2c3c(c(=O)[nH]c2=O)C(NC(=O)c2ccccc2)(C(F)(F)F)C(=O)N3)cc1OCC (configuration not stated) | -5%
COc1cccc(NC(=O)COC(=O)C2C3CC4OC(=O)C2C4C3)c1 (configuration not stated) | 0%
Cc1ccc(NC(=O)CSc2nnc3ccc(-c4ccncc4)nn23)cc1 | -9%
CC(C)n1cc(/C=N/Nc2ccc(C(=O)O)cc2)c2ccccc21 | 7%
COc1ccc(S(=O)(=O)N2CCCCCC2)cc1NC(=O)CN1C(=O)NC(C)(c2ccccc2)C1=O (configuration not stated) | 1%
CCOc1ccc(NC(=O)c2oc3ccccc3c2NC(=O)C(C)Oc2ccccc2)cc1 (configuration not stated) | 14%
O=C(Nc1nccs1)c1ccc(-c2cccc([N+](=O)[O-])c2)o1 | -3%
COc1cc(OC)c(NS(=O)(=O)c2cc(C(=O)NCCCN3CCOCC3)ccc2C)cc1Cl | 16%
O=[N+]([O-])c1ccc(N2CCN(C(=S)Nc3ccc(F)cc3F)CC2)cc1 | 10%
COc1ccccc1-n1cnnc1SCC(=O)N1CCOCC1 | -9%

In the list so far, these have two or more sulfur atoms:
SMILES | aSyn yeast rescue
CN(C(=O)CSc1nc2ccc(NC(=O)COc3ccc(F)cc3)cc2s1)c1ccccc1 | 17%
CC(C)Sc1ncc(Cl)c(C(=O)Nc2ccc(S(=O)(=O)N3CCCCC3)cc2)n1 | -3%
Cc1cc(OC(C)C(=O)N(Cc2cccs2)C2CCS(=O)(=O)C2)ccc1Cl (configuration not stated) | 6%
CC1CCCCN1CCCNC(=O)CN1C(=O)CSc2ccc(S(=O)(=O)N3CCOCC3)cc21 (configuration not stated) | -2%
CN(C)S(=O)(=O)c1ccc2c(c1)N(CC(=O)N1CCN(c3ccccc3F)CC1)CCS2 | -8%
Cc1csc(SCC(=O)N2CCN(S(=O)(=O)c3ccc(Cl)cc3)CC2)n1 | 5%
Cc1ccccc1NC(=O)CN(C)S(=O)(=O)c1cccc2nsnc12 | 2%
CSc1cccc(NC(=S)N2CCCN(Cc3ccc(F)cc3)C2)c1 | 7%

Later entries.
SMILES | aSyn yeast rescue
CCCc1cc(=O)[nH]c2nnc(SCC(=O)Nc3ccc(OC)cc3)n12 | 0%
Cc1cc(NC(=O)C(C)SCC(=O)N(C)CC(=O)Nc2ccc(F)cc2)no1 (configuration not stated) | -5%
Cc1ccc2oc(=O)c3cnn(CC(=O)N4CCN(c5cccc(C(F)(F)F)c5)CC4)c3c2c1 | 5%
COc1ccc(NC(=O)CN(C)C(=O)c2ccccc2CCc2ccccc2)cc1 | 9%
COc1ccc(C(=O)c2cn(CC(=O)Nc3cc(OC)cc(OC)c3)c3ccc(OC)cc3c2=O)cc1 | -4%
Cc1ccc(CNC(=O)CSc2nc3[nH]ncc3c(=O)[nH]2)cc1 | -7%
CCOC(CC(=O)NNC(=O)c1c(-c2c(Cl)cccc2Cl)noc1C)OCC | -9%
CCSc1nnc(NC(=O)CSc2nc(CC)nc3c2c(=O)n(C)c(=O)n3C)s1 | 7%
COc1cccc(NC(=O)N(Cc2c[nH]c3ccccc23)C2CCCCCC2)c1 | 30%
Cc1ccc(NC(=O)c2cc(-c3ccccc3O)n[nH]2)cc1C | 7%

Looked up above.
Cc1ccc2oc(=O)c3cnn(CC(=O)N4CCN(c5cccc(C(F)(F)F)c5)CC4)c3c2c1 in aSyn yeast rescue is entered as 5%
Cc1ccc(NC(=O)c2cc(-c3ccccc3O)n[nH]2)cc1C in aSyn yeast rescue is entered as 7%
CCCc1cc(=O)[nH]c2nnc(SCC(=O)Nc3ccc(OC)cc3)n12 in aSyn yeast rescue is entered as 0%
Cc1cc(NC(=O)C(C)SCC(=O)N(C)CC(=O)Nc2ccc(F)cc2)no1 (configuration not stated) in aSyn yeast rescue is entered as -5%
COc1ccc(NC(=O)CN(C)C(=O)c2ccccc2CCc2ccccc2)cc1 in aSyn yeast rescue is entered as 9%
COc1ccc(C(=O)c2cn(CC(=O)Nc3cc(OC)cc(OC)c3)c3ccc(OC)cc3c2=O)cc1 in aSyn yeast rescue is entered as -4%

Next records:
SMILES | aSyn yeast rescue
CCc1cccc(NC(c2ccccc2)c2nnc(-c3ccccc3F)o2)c1 (configuration not stated) | 4%
O=C(NCc1cccs1)C(Cc1ccccc1)n1cccc1 (configuration not stated) | -8%
O=S(=O)(NCCc1cn2ccsc2n1)c1ccc(Cl)cc1 | -5%
CC(O)CSc1nc2c(c(=O)n(C)c(=O)n2C)n1CCCc1ccccc1 (configuration not stated) | 0%
Cc1cccc(NC(=O)C2CCCN(c3nc4ccccc4s3)C2)c1C (configuration not stated) | -1%
Cc1c(-c2ccccc2)n(-c2ccccc2O)c2nc3c(c(=O)n(C)c(=O)n3C)n12 | -8%
CCOc1ccc(-n2nc3ccc(NC(=O)COc4ccccc4C)cc3n2)cc1 | -2%
COCCN(Cc1ccc(C)c(Br)c1)S(=O)(=O)c1ccc2[nH]c(=O)ccc2c1 | 15%
Cc1ccc(C(C)C)c(OCCCn2c(=O)oc3ccc(C)cc32)c1 | 16%
CCc1ccc(CNC(=O)c2sc3ncccc3c2-n2c(C)ccc2C)cc1 | -33%[inhibitor]
CCS(=O)(=O)N1CCC2(CC1)OC(=O)C(C)=C2C(=O)NCc1cccc(Cl)c1 | 4%
O=C(Nc1cc(C(F)(F)F)ccc1N1CCOCC1)c1cccc(S(=O)(=O)N2CCOCC2)c1 | -1%
COc1ccc(-c2[nH]c3ccccc3c2SCCNC(=O)c2cc3ccccc3oc2=O)cc1 | -1%
O=C(NCCc1csc2nc(-c3ccccc3F)nn12)c1ccccc1C(F)(F)F | 0%
CCNc1nc(-c2cc(C)n(Cc3ccco3)c2C)cs1 | 1%
Cc1ccc(CNC(=O)c2nc(SCc3cccc(C)c3)ncc2Cl)cc1 | -16%
CCn1c2ccccc2c2cc(NC(=O)COc3cc(C)c(Cl)c(C)c3)ccc21 | -2%
CCC(C(=O)NCc1cc(OC)ccc1OC)n1nc(C)c2sc3ccccc3c2c1=O (configuration not stated) | 6%
COc1ccccc1N(CC(=O)NCc1ccccc1)C(=O)CCC(=O)Nc1nccs1 | -45%[inhibitor]
CCOc1ccccc1CNC(=O)C1CCN(c2nn3cc(-c4ccc(F)cc4)nc3s2)CC1 | 2%
Cc1ccc(NC(=O)Cn2c(=O)n(Cc3ccc4c(c3)OCO4)c(=O)c3ccccc32)cc1 | 0%
Cc1ccc(-c2noc(CN(C3CCCCC3)S(=O)(=O)c3ccc(Cl)cc3)n2)cc1 | 5%
CC(C)(C)c1ccc(S(=O)(=O)N2CCN(c3ncccn3)CC2)cc1 | 3%
COc1cc(C(=O)N2CCN(c3cc(Cl)ccc3Cl)CC2)cc(OC)c1OC | 2%
Cc1ccc(Cc2cnc(NC(=O)c3ccc4c(c3)CC(c3ccccc3)OC4=O)s2)cc1 (configuration not stated) | 2%
CN(C)/C(=N\S(=O)(=O)c1ccccc1)c1ccc([N+](=O)[O-])cc1 | -1%
COc1ccc(NC(=O)c2ccc3c(SCC(=O)O)c4c(nc3c2)CCC4)c(OC)c1 | -11%
COC(=O)c1ccc(NC(=O)CN2C(=O)c3ccccc3S2(=O)=O)cc1 | -5%
O=C(CNC(=O)c1ccc2ccccc2c1)NCc1ccc(F)cc1 | -13%
CCC(=O)C1=C(c2ccc(OC)c(OC)c2)N(C(=O)CC)n2c(CC)nnc2S1 | 4%
Cc1ccccc1Cn1c(CCCNC(=O)C2CCCCC2)nc2ccccc21 | 3%
Cc1ccc(CNC(=O)C2CCCN(S(=O)(=O)c3cccc4nsnc34)C2)cc1 (configuration not stated) | -8%
O=C(CNC(=O)c1ccncc1)N/N=C/c1ccc(O)cc1O | 1%

The list is partial; rates above refer to the full screens.
